KCNK3 inh = human KCNK3 channel inhibitors, primary screen, CHO cells, FluxOR thallium flux, B-score | FluxOR fluorescence; stronger effect = lower value | B-score at 10 µM | 340,000 compounds, 0.84% hits | AID 602410, 2012;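 active means B-score under library mean minus 4 SD, starting fluorescence ratio at most library mean plus 5 SD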;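 further: more negative B-score means stronger inhibition of thallium flux through KCNK3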
Target sequence (O14649 whole entry, looked up): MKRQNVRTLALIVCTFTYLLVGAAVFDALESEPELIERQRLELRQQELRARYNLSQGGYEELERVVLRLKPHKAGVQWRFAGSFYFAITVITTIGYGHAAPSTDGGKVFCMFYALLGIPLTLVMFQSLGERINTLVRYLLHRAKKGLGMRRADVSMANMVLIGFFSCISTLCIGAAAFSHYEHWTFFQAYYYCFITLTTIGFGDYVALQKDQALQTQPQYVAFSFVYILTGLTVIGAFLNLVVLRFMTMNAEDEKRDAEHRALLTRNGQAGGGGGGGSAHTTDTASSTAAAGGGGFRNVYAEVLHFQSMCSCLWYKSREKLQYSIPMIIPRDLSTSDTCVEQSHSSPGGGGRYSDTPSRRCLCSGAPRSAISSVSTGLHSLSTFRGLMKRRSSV
Dyrk1A ADPGlo = rat Dyrk1A kinase inhibitors, primary screen, biochemical, single point, plate reader; 310,000 compounds, 0.43% hits; inhibition, % at 12.5 µM; ADP-Glo luminescence, NFATc1 peptide; in the data active means inhibition above about 50%;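 further: plate controls were vehicle with enzyme for no effect and no enzyme for full effect; many of its hits are not listed in these tables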
TMEM16A act = TMEM16A chloride channel activators or potentiators, primary screen, cell-based, HTS. HEK293 TMEM16A/YFP-H148Q/I152L, iodide quench fluorescence; stronger effect = lower value. B-score at 10 µM. 340,000 compounds, 0.3% hits;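 active means fluorescence-ratio B-score plate-corrected deviation score at least 3 library SD below zero, with starting fluorescence score within 5 deviations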;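 further: channel opened by trigger with iodide after compound preincubation; score built on the fluorescence ratio of max minus min over baseline; more negative score means more quench and so TMEM16A activation or potentiation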
hERG rescue = hERG rescue from dofetilide block, primary screen, cell-based, CHO-hERG, FluxOR thallium flux, dofetilide IC70; Voltage-gated inwardly rectifying potassium channel KCNH2 (Homo sapiens), Q12809; dofetilide IC70 present; activation (rescue from dofetilide block), less the hit threshold, % at 10 µM; 310,000 compounds, 0.51% hits;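 active means activation above the mean of controls blocked by dofetilide plus 5 SD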;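 further: thallium influx through hERG after potassium depolarization seen as dye fluorescence rise; in these data hits start at about 4.7%; inactives centre near -7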
KCNQ1 pot = potentiators or activators of KCNQ1 channel, primary screen, cell-based, thallium flux, high-throughput; Potassium voltage-gated channel subfamily KQT member 1 (Homo sapiens), P51787; CHO-K1 KCNQ1, thallium flux FluxOR fluorescence; stronger effect = higher value; B-score at 10 µM; 310,000 compounds, 0.35% hits;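 active means fluorescence ratio B-score, a plate-corrected score, at least three library SD, with initial intensity B-score within 5 SD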
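Doses: Single concentration per compound, DMSO matched to controls | Test system: KCNQ1-transfected CHO-K1 cells | Timing: 90 min dye loading and 20 min compound exposure, both at room temperature | Measured by: Kinetic FluxOR thallium fluorescence, 10-s 1-Hz baseline, 110-s post-stimulus read | Medium: Assay buffer with matched DMSO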
TRPC4 potent = positive allosteric modulators of TRPC4, primary screen, cell-based, mouse TRPC4beta, HEK293 mu-opioid, Fluo-4 calcium; Short transient receptor potential channel 4 (Mus musculus), Q9QUQ5; DAMGO EC20, Fluo-4 Ca2+ flux; stronger effect = higher value; B-score at 10 µM; 310,000 compounds, 0.42% hits; AID 2227, 2009;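 active means B-score of calcium response area above 5 SD of library B-scores, with initial fluorescence ratio within 5 SD of library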;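 further: B-score of integrated fluorescence ratio over time as area under calcium response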
TRPC4 agonist = activators of mouse TRPC4 channel, primary screen, Fluo4 calcium, HEK293 TRPC4beta/mu-opioid cells; Short transient receptor potential channel 4 (Mus musculus), Q9QUQ5; B-score at 10 µM; 310,000 compounds, 0.49% hits; Fluo4 calcium fluorescence; stronger effect = higher value; AID 2237, 2010;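 active means B-score above 5 SD of library B-scores, and initial fluorescence ratio not above library mean plus 5 SD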;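 further: positive B-score marks a calcium rise read as TRPC4 activation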
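system = HEK293 cells stably co-expressing mouse TRPC4beta and mu-opioid receptor | schedule = Fluo4 dye loading 45 min at room temperature, 110 s recording | measure = B-scored integrated calcium fluorescence ratio | signal = Fluo4 calcium-sensitive dye fluorescence, kinetic, 1 Hz baseline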
KCNQ1 inh = inhibitors of human KCNQ1 channel, primary screen, cell-based, thallium flux, high-throughput; Potassium voltage-gated channel subfamily KQT member 1 (Homo sapiens), P51787; CHO-K1 KCNQ1, FluxOR thallium flux fluorescence; stronger effect = higher value; B-score at 10 µM; 310,000 compounds, 1.3% hits;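 active means compounds whose thallium flux B-score, printed positive for inhibition, exceeds three library SD while starting fluorescence stays within three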;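 further: channel opened by potassium depolarization with thallium stimulus after 20 min compound exposure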
ANO1 block = TMEM16A chloride channel inhibitors, primary screen, cell-based, HTS; Anoctamin-1 (Mus musculus), Q8BHY3; HEK293 TMEM16A/YFP iodide influx fluorescence, ionomycin; normalized B-score (activity score, 25-100; higher = stronger inhibition) at 10 µM; 310,000 compounds, 1.2% hits;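 active means ratio plate-corrected score three or more library SD toward inhibition, starting fluorescence score within five deviations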;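 further: score derived from kinetic fluorescence span divided by baseline fluorescence per well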
KCNK9 inh = KCNK9 potassium channel inhibitors, primary screen, HEK293 cells, thallium flux. Potassium channel subfamily K member 9 (Homo sapiens), Q9NPC2. FluxOR thallium flux fluorescence; stronger effect = lower value. B-score at 10 µM. 310,000 compounds, 1.2% hits. AID 488922, 2010;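 active means ratio B-score over 3 SD below the library mean, with starting fluorescence within 5 SD of its mean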;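 further: negative B-score means less thallium flux so channel inhibition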
Target sequence (Q9NPC2 whole entry, looked up): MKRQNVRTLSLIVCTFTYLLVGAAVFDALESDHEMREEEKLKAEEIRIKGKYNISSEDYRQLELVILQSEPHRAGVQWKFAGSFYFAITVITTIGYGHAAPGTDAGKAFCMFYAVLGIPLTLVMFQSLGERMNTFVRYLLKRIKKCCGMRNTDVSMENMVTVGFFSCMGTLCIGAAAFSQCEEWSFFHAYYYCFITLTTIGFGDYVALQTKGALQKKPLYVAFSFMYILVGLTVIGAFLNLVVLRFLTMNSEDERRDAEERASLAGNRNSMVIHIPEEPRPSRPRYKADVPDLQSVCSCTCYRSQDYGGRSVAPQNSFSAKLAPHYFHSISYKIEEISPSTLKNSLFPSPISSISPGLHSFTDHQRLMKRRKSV
HDAC3 inhib = HDAC3 deacetylase inhibitors, primary screen, biochemical, fluorescence, cell-free homogeneous | Histone deacetylase 3 (Homo sapiens), O15379 | recombinant HDAC3, fluorogenic peptide/trypsin coupled | inhibition, % at 8.3 µM | 320,000 compounds, 0.15% hits | AID 2718, 2010; in the data active means inhibition above about 26%, passing the limit was not always enough
* = called active by the depositor; i = inactive; / = no result given. A portion of the library; count on the stated rates, not on these rows.

molecule,KCNK3 inh,Dyrk1A ADPGlo,TMEM16A act,hERG rescue,KCNQ1 pot,TRPC4 potent,TRPC4 agonist,KCNQ1 inh,ANO1 block,KCNK9 inh,HDAC3 inhib
COc1ccc(Cl)cc1N(CC(=O)Nc1ccccc1C(=O)NCc1ccco1)S(C)(=O)=O,i,/,i,-9,i,i,i,i,i,i,-3
COC(=O)CNC(c1ccccc1Cl)c1cc(Br)ccc1NS(=O)(=O)c1ccc(C)cc1 (centres undefined),i,-5,i,-13,i,i,i,i,i,-6.8*,/
O=C(NCCO)c1cc(-c2cc(C(=O)NCCO)c3ccccc3n2)nc2ccccc12,i,8,i,-3,i,i,i,i,i,i,1
CC(C)[C@H](NC(=O)c1ccccc1)C(=O)OCC(=O)/C=C1/N(C)c2ccccc2C1(C)C,i,3,i,-35,i,i,i,i,25*,i,4
COc1cccc(-c2nc(CS(=O)CC(=O)NCc3ccccc3Cl)c(C)o2)c1 (centres undefined),i,2,i,-9,i,i,i,i,i,i,3
Clc1ccc(Cc2nn3c(Cn4nnc5ccccc54)nnc3s2)cc1,i,-3,i,-10,i,i,i,i,i,i,0
COCc1cc(C)nc(N/N=C/c2ccc(-c3cc(C(=O)O)ccc3Cl)o2)c1C#N,/,/,/,-9,i,i,i,i,i,i,6
O=C(Nc1ccc(C(=O)O)cc1)/C(=C\c1ccc(F)cc1)NC(=O)c1ccco1,i,-5,i,-1,i,i,i,i,i,i,4
CCOC(=O)N1CCC(NC(=O)c2oc3c(c2C)-c2[nH]ncc2CC3)CC1,i,5,i,-7,i,i,i,i,i,i,-5
O=C(CN1C(=O)c2ccc([N+](=O)[O-])cc2C1=O)NCCC1=CCCCC1,i,-10,i,-10,i,i,i,i,i,i,1

Brought forward from above: 2 compounds, followed by the next part.
molecule,KCNK3 inh,Dyrk1A ADPGlo,TMEM16A act,hERG rescue,KCNQ1 pot,TRPC4 potent,TRPC4 agonist,KCNQ1 inh,ANO1 block,KCNK9 inh,HDAC3 inhib
CCOC(=O)N1CCC(NC(=O)c2oc3c(c2C)-c2[nH]ncc2CC3)CC1,i,5,i,-7,i,i,i,i,i,i,-5
O=C(CN1C(=O)c2ccc([N+](=O)[O-])cc2C1=O)NCCC1=CCCCC1,i,-10,i,-10,i,i,i,i,i,i,1
CC(=O)c1ccc(S(=O)(=O)N2CCC3(CC2)OCCO3)cc1,i,0,i,-5,i,i,i,i,i,i,-6
O=C(CCn1c(=S)[nH]c2ccccc2c1=O)NCCSCc1ccccc1,i,-4,i,-12,i,i,i,i,i,i,3
CN(C)c1ccc(NC(=O)CCCCCn2nnc3ccccc3c2=O)cc1,i,-5,i,-7,i,i,i,i,i,i,1
CC(CSc1nnnn1-c1ccccc1)Cn1c(N2CCN(C)CC2)nc2c1c(=O)[nH]c(=O)n2C (centres undefined),i,2,i,-11,i,i,i,i,i,i,-4
CCn1c(SCc2nc3ccccc3c(=O)[nH]2)nnc1C(C)NC(=O)c1ccccc1 (centres undefined),i,5,i,-8,i,i,i,i,i,i,3
NC(=O)C1=C[C@H](C2CCCCC2)C[C@H](OCc2ccc(CO)cc2)O1,i,7,i,-9,i,i,i,i,i,i,3
COc1ccc(/C=C/c2nnc(NC(C)=O)s2)cc1,i,45,i,-8,i,i,i,i,i,i,-1
Cc1nn(Cc2ccc(C(=O)Nc3ccccc3C(F)(F)F)o2)c(C)c1Br,i,0,i,-16,i,i,i,i,i,i,-2
O=C(c1ccc(Cn2c(=O)[nH]c3ccccc3c2=O)cc1)N1CCN(c2ccc(Cl)cc2)CC1,i,0,i,-9,i,i,i,i,i,i,13
CC(=O)Nc1ccc(OC(=O)c2cccnc2)cc1,i,4,i,-15,i,i,i,i,i,i,2
Cc1ccc(-n2ncc3c2CCCC3NC(=O)CCC2=NNC(=O)CC2)cc1C (centres undefined),i,-2,i,-8,i,i,i,i,i,i,0
O=c1oc2ccccc2c(Nc2ccc3ccccc3c2)c1[N+](=O)[O-],i,9,i,-12,i,i,i,i,i,i,-1
Fc1ccc(CSc2nnc(-c3ccccn3)o2)cc1,i,15,i,-4,i,i,i,i,i,i,1
CCOc1ccc(/C=N/NC(=O)C(O)c2ccccc2)c(O)c1 (centres undefined),i,8,i,-13,i,i,i,i,i,i,-4
Cc1cc(C)n2c(SCC(=O)Nc3ccc(F)cc3F)nnc2n1,i,-8,i,-14,i,i,i,i,i,i,-7
O=c1[nH]c(SCc2c(Cl)cccc2Cl)nc2ccccc12,i,-1,i,-22,i,i,i,i,i,i,2
S=C(Nc1ccc(Cl)c(Cl)c1)N1CCN(c2ccccn2)CC1,i,7,i,-8,i,i,i,i,i,i,-1
CCn1nnnc1SCC(=O)NC1Cc2ccccc2C1,i,-1,i,-1,i,i,i,i,i,i,2
Cc1nn(-c2ccccc2)c(C)c1/C=N/NC(=O)c1cc(-c2cccs2)[nH]n1,i,2,i,-8,i,i,i,i,i,i,5
O=S(=O)(c1cccc(C(F)(F)F)c1)N1CCN(c2cnccn2)CC1,i,/,i,-2,i,i,i,i,i,i,-4
Cc1cccc(C(=O)NC2CC(C)(C)NC(C)(C)C2)c1,i,3,i,-8,i,i,i,i,i,i,6
O=C(Cn1ncc2ccccc21)N1CCc2ccccc21,i,9,i,-1,i,i,i,i,i,i,2
COc1cc2c(cc1NC(=O)C(C)Sc1ccc(C)cc1)oc1ccccc12 (centres undefined),i,1,i,-3,i,i,i,i,i,i,-4
Cc1cc(NC(=O)c2ccc(S(=O)(=O)N3CCOCC3)cc2)nc2c1c(=O)oc1ccccc12,/,/,/,-9,i,i,i,i,i,i,9
Cc1cc(C)nc(SCC(=O)N/N=C/c2cccc([N+](=O)[O-])c2)n1,i,-10,i,-8,i,i,i,i,i,i,/
Oc1ccc2[nH]ccc2c1,i,-6,i,0,i,i,i,i,i,i,-4
CCOC(=O)CCn1nc(-c2ccc(Cl)cc2)cc1N,i,11,i,-3,i,i,i,i,i,i,2
Cc1ccc2[nH]c(C(=O)Nc3ccc(F)cc3)cc2c1,i,2,i,-6,i,i,i,i,i,i,-2
CC(CN(C(N)=O)c1ccccc1O)C(=O)O (centres undefined),i,-1,i,-4,i,i,i,i,i,i,8
Cc1ccc(C(=O)C2=C(O)C(=O)N(Cc3cccnc3)C2c2ccc(Br)cc2)o1 (centres undefined),i,1,i,-8,i,i,i,i,i,i,5
NC(=O)Cn1cnc2c(nnn2-c2ccc(F)cc2)c1=O,i,-1,i,-3,i,i,i,i,i,i,-9
C#CCNC(=O)[C@H](Cc1ccc(C(=O)c2ccccc2)cc1)NC(=O)OC(C)(C)C,i,16,i,-5,i,i,i,i,i,i,7
CCCCc1nnc(NC(=O)C=C(C)C)s1,i,0,i,-5,i,i,i,i,i,i,11
COc1ccc(NC(=O)CN(C)C(=O)Cc2ccsc2)cc1,i,1,i,-3,i,i,i,i,i,i,1
CC(=O)Nc1ccc(N2CCN(Cc3ccccc3F)CC2)cc1,i,6,i,-20,i,i,i,i,i,i,4
Cc1ccc2cc3cc(C(=O)N4CCN(C(=O)c5ccco5)CC4)sc3nc2c1,i,-2,i,-4,i,i,i,i,i,i,8
CCCCCOc1ccc(C(=O)NCCC(=O)NCCCC(=O)OCC)cc1,i,/,i,-10,i,i,i,i,i,i,2
COc1ccc2c(c1OC)C(=O)N(c1ccc(O)cc1)C2,i,-3,i,-3,i,i,i,i,i,i,4
CC(C)(C)OC(=O)N[C@@H](COCc1ccccc1)C(=O)N[C@@H](CO)[C@H](O)[C@@H]1C[C@@H]1C(=O)NC1CCCCC1,i,5,i,-4,i,i,i,i,i,i,4
COCCn1c(SCC(=O)Nc2ccc(Cl)c(S(=O)(=O)N(C)C)c2)nc2ccccc21,i,6,i,-5,i,i,i,i,i,i,1
COc1ccccc1C1CCN(C(=O)c2cccc([N+](=O)[O-])c2)CC1,i,8,i,-7,i,i,i,i,i,i,-8
Cc1cc(-n2c(C)cc(C(=S)N3CCOCC3)c2C)ccc1Br,i,3,i,-4,i,i,i,i,i,i,/
O=C(NCc1ccccc1)c1cc(-c2cccc(O)c2)on1,i,-2,i,-10,i,i,i,i,i,i,2
CCOc1ccc(C2C=C(c3ccccc3)Nc3nnnn32)cc1 (centres undefined),i,-2,i,-4,i,i,i,i,i,i,0
CCCC(c1nnnn1CCOC)N1CCN(Cc2ccccc2)CC1 (centres undefined),i,5,i,-1,i,i,i,i,i,i,6
O=C(NCC1COc2ccccc2O1)C1C2C=CC3(CN(Cc4ccccc4Cl)C(=O)C13)O2 (centres undefined),i,-5,i,-12,i,i,i,i,i,i,0
Cc1cc(C)n(-c2nc3ccccc3nc2N2CCN(S(=O)(=O)c3cccc(C#N)c3)CC2)n1,i,-1,i,-9,i,i,i,i,i,i,-2
O=C(NC(C(=O)N/N=C/c1ccncc1)c1n[nH]c(=O)c2ccccc12)c1ccccc1 (centres undefined),i,8,i,-5,i,i,i,i,i,i,5
CSCCC(C(=O)OC1CCOC1=O)N1C(=O)c2ccccc2C1=O (centres undefined),i,0,i,-20,i,i,i,i,i,i,0
CCCCn1c(N)c(N(CCOC)C(=O)COC(=O)C(C)(C)Oc2ccc(Cl)cc2)c(=O)[nH]c1=O,i,/,i,-17,i,i,i,i,i,i,-3
C/C(=N\NC(=O)c1cccc(S(=O)(=O)N2CCCC2)c1)c1ccc(F)cc1,i,-12,i,-10,i,i,i,i,i,i,-1
